# Screens (PubChem BioAssay)
# Myeloid diff MLP = promotes myeloid progenitor differentiation. ER-HoxA9 myeloid progenitors, lysozyme-GFP differentiation, flow cytometry. calls only at 10 µM. 360,000 compounds, 1% hits. AID 624256;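 active means normalized GFP-positive differentiation at or above the plate's own cutoff, the solvent-only control mean plus 3 SD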;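 further: cells exposed to compound for four days before flow analysis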
# CSM14.1 death rescue = protection against thapsigargin-triggered cell killing – 384-well, CSM14.1, ATP luminescence, primary screen (AID 1222); CSM14.1 thapsigargin-induced death rescue, ATP luminescence; higher % means a stronger effect; 190,000 tested, under 10 active; one-dose cellular ATP content (survival), % at 20 µM; EC50 in µM for titrated hits;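 active means EC50 below 50 µM in the dose-response confirmation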;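 further: death triggered by thapsigargin at about 15 µM added after 2 h compound pretreatment; cell ATP read after overnight thapsigargin exposure of roughly 18 to 22 hours; normalized against plate controls of thapsigargin alone and 5% DMSO vehicle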
# PMI inhibitors = inhibitors of human PMI, primary screen, biochemical, fluorescence intensity, coupled assay (AID 1209); 190,000 compounds, 0.42% hits; purified PMI enzyme, coupled fluorescence intensity; higher % means a stronger effect; inhibition, % at 20 µM, or IC50 in µM where a hit was titrated;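 further: plate controls were DMSO vehicle for no effect and wells lacking substrate for full effect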
# M1AAP inhibition = malaria alanyl aminopeptidase activity blockers – biochemical, fluorogenic H-Leu-NHMec substrate, 1536-well (AID 1445). recombinant M1AAP, H-Leu-NHMec fluorogenic kinetic assay; higher % means a stronger effect. one-dose inhibition, % at 30 µM; IC50 in µM for titrated hits. 220,000 compounds, 0.42% hits;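 active means primary inhibition above the hit cutoff, then over 50% inhibition at one or more dose response concentrations, cut at about 23% in these data, passing the limit was not always enough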;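 further: plate controls were DMSO full reaction for no effect and no enzyme background for full effect; strong numbers were not always called active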
# WT yeast gro inh = growth inhibition of WT yeast, mitochondrial fusion screen. mitochondrial fusion phenotypic screen, WT strain. inhibition, % at 10 µM. 190,000 compounds, 2.1% hits. AID 1362; in the data active means inhibition above about 58%; tested in S. cerevisiae
# TNAP activation fold = human TNAP enzyme activators, primary screen, biochemical, luminescent, no phosphate acceptor, uHTS (AID 1001); purified TNAP, luminescent activation assay, no phosphate acceptor; higher activation fold means a stronger effect; one-dose activation fold at 20 µM; EC50 in µM for titrated hits; 200,000 compounds, 0.03% hits; in the data active means activation fold from about 3, or a potency from the dose series; inactive means the rest, 99 in 100 with activation fold below about 1.6; further: many of its hits are not listed in these tables
# Lipid droplet = modulators of hepatic lipid droplet formation | AML12 mouse hepatocytes, oleate lipid droplets, BODIPY imaging | inhibition, % at 6.5 µM | 240,000 compounds, 0.4% hits | AID 1656;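 active means lipid droplet intensity inhibited by at least 50%, with more than 500 cells counted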
#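 Test system: AML12 mouse liver cells; schedule: overnight exposure; technique: high-content imaging of BODIPY-stained droplets and DAPI nuclei; read-out: % inhibition of corrected integrated BODIPY droplet signal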
# UTI89 phage lysis = inhibition of K1F phage lysis, E. coli UTI89, bacterial capsule biogenesis inhibitors, alamar blue (AID 488966). E. coli UTI89 K1F phage lysis, alamar blue, 2 h; higher % means a stronger effect. inhibition, % at 100 µM, or IC50 in µM where a hit was titrated. 340,000 compounds, 0.02% hits;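 active means phage lysis inhibition, versus mean bacterial control, above a set limit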;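 further: capsule biogenesis inhibitors block K1F phage lysis so surviving cells raise fluorescence; higher fluorescence means more inhibition of phage lysis; actives were called in the ten point dose series up to 300 µM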
# PMI inhibition = human PMI inhibitors, high substrate, primary screen, biochemical, fluorescence intensity, high mannose 6-phosphate (AID 1220); inhibition, % at 20 µM, or IC50 in µM where a hit was titrated; 190,000 compounds, 0.66% hits; recombinant PMI enzyme, coupled fluorescence intensity; higher % means a stronger effect
# WT yeast gro inh mutant strain = recorded beside WT yeast gro inh, whose call it bears; inhibition, %; mitochondrial fusion phenotypic screen, mutant strain inhibition
# Lipid droplet cells 6.5 µM = second read-out of Lipid droplet, no call of its own (marks repeat the call); cell count; measured here: cell count, cytotoxicity flag;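 cells counted across two imaged fields per well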
# Myeloid diff MLP GFP+ MAC1+ % = also measured in Myeloid diff MLP; calls as there; GFP+ MAC1+ double positive, %; measured here: differentiation confirmed by MAC1 staining
# An asterisk follows results filed as active; i = inactive; x = no result given; + = active, no number; & = joins results of further samples. Unless noted, no stated cut-off is given here; in the data, active means inhibition above about 50%; inactive means the rest.
Compound,Myeloid diff MLP,Myeloid diff MLP GFP+ MAC1+ %,CSM14.1 death rescue,PMI inhibitors,M1AAP inhibition,WT yeast gro inh,WT yeast gro inh mutant strain,TNAP activation fold,Lipid droplet,Lipid droplet cells 6.5 µM,UTI89 phage lysis,PMI inhibition
Cn1nnnc1SCc1nc2scc(-c3ccc(Cl)cc3)c2c(=O)[nH]1,i,0.8,x,x,0%,x,x,x,-8,644,-0.1%,x
c1coc(CN=C2NC(=NCc3ccco3)c3ccccc32)c1,i,1.6,0.0%,1%,11%,-29,-31,1.1,x,x,-2.1%,10%
Oc1ccc(-c2cccc(-c3ccc(O)cc3)n2)cc1,i,0.5,-1.1%,15%,2%,2,13,1,x,x,-0.7%,13%
CC1CCCC(C)N1C(=O)C1CC(c2ccc(F)cc2)=NO1 (stereo unspecified),i,0.3,-0.4%,7%,2%,-7,-10,1,x,x,4.2%,6%
Cc1ccc(-n2nnnc2SCC(=O)Nc2ccc3c(c2)OCCO3)cc1C,i,2.3,0.0%,15%,-1%,-6,-8,1.1,-30,725,-0.2%,22%
O=C1NCCc2c1[nH]c1ccccc21,i,0.4,-0.5%,1%,5%&0%,-16,-4,1.1,2,755,-0.1%,-2%
CCOC(=O)N1CCC2(CC1)C(C#N)=C(N)Oc1n[nH]c(C)c12,i,0.5,-1.3%,-8%,2%,3,11,1.1,13,830,0.8%,-9%
CCCCOc1ccccc1-c1cc(C(=O)O)[nH]n1,i,0.6,-1.7%,10%,8%,10,-5,1.1,x,x,0.1%,-6%
CNC(=O)c1cccn1-c1ccsc1C(=O)OC,i,0.4,-0.4%,-13%,3%,-13,-12,0.9,x,x,0.4%,-1%
O=C(OCc1ccccc1)c1cccc(-c2nnn(Cc3ccccc3)n2)c1,i,1.3,3.8%,6%,-3%,x,x,1,-9,794,1.4%,4%
Cc1ccc(-c2nc(N)sc2CC(=O)OCC(=O)NCCC(C)C)cc1,i,0.4,-1.4%,7%,5%,-8,0,1.1,-11,787,1.8%,2%
O=C(COC(=O)c1ccccc1NC(=O)c1ccccc1)c1ccc([N+](=O)[O-])cc1,i,0.8,5.1%,6%,-2%,38,37,1.1,-7,622,-0.7%,2%
CC(=O)Nc1ccc(S(=O)(=O)N(Cc2ccccc2)c2ccccc2F)cc1,x,x,-0.1%,3%,4%,-4,-5,1,-5,624,0.8%,1%
CC(=O)N(C)N1c2ccccc2CCc2ccccc21,i,0.8,-1.3%,8%,1%,11,2,1,-22,731,-0.1%,9%
Cn1c(=O)oc2cc(S(=O)(=O)NCc3ccco3)ccc21,i,1.9,-1.3%,-1%,0%,-1,5,1.1,x,x,1.9%,-3%
CCOC(=O)c1c(NC(=O)CSC(=S)N(C)C)sc(C)c1C,i,0.2,-2.2%,1%,-3%,-2,-17,1,-3,739,-0.1%,-2%
Cc1ccccc1-n1c(=O)/c(=C\c2ccco2)s/c1=C(/C#N)C(=O)Nc1ccccc1,i,1.1,3.1%,-35%,11%,20,18,1,x,x,-0.1%,-24%
CCOC(=O)c1ccc(NC(=S)Nc2cccc(C)n2)cc1,i,0.3,-0.4%,18%,8%,17,9,1.1,-3,685,0.3%,1%
O=C(NCc1cccnc1)c1cccc(S(=O)(=O)N2CCCCC2)c1,i,4.5,-1.7%,8%,-2%,-26,-15,1.1,x,x,2.6%,9%
c1ccc(-c2noc(CCC3CCCC3)n2)cc1,i,0.9,-0.3%,-2%,0%,-10,-2,1.2,20,679,0.0%,-8%
COc1cccc(N=C(N)N=C(N)N)c1,+,4.9*,x,x,12%,x,x,x,3,642,-0.6%,x
Cc1ccccc1-c1nc(CS(=O)(=O)CC(=O)NCCCN2C(C)CCCC2C)c(C)o1 (stereo unspecified),i,1.6,x,9%,7%,-6,-27,1.2,10,554,-2.1%,9%
Nc1c(NCCN2CCOCC2)c2ccccc2oc1=O,i,0.4,3.1%,13%,5%,-2,-2,1.1,-3,781,1.6%,3%
Cc1ccc(C(=O)CNc2ccc(Cl)cc2)cc1,i,1.6,-1.2%,-13%,4%,6,5,1.1,5,767,-0.5%,-10%
O=C(/C=C/c1ccc(Cl)cc1)NC1CCS(=O)(=O)C1 (stereo unspecified),i,0.3,-0.3%,-7%,-1%,0,-9,1.1,14,677,0.6%,-13%
Cc1cc(C(=O)NNc2ccccc2F)no1,i,0.4,x,x,-3%,x,x,x,-5,759,2.3%,x
O=C(NN1C(=O)/C(=C\c2cccnc2)SC1=S)C(c1ccccc1)c1ccccc1,i,0.4,8.0%,14%,13%,38,18,1.2,-7,671,4.0%,16%
CS(=O)(=O)Nc1cccc(C(=O)CC2(O)C(=O)Nc3ccccc32)c1 (stereo unspecified),i,0.5,-2.3%,2%,-5%,0,-1,1,x,x,1.2%,2%

# Looked up by structure from the entries so far:
Compound,Myeloid diff MLP,Myeloid diff MLP GFP+ MAC1+ %,CSM14.1 death rescue,PMI inhibitors,M1AAP inhibition,WT yeast gro inh,WT yeast gro inh mutant strain,TNAP activation fold,Lipid droplet,Lipid droplet cells 6.5 µM,UTI89 phage lysis,PMI inhibition
Cc1ccc(C(=O)CNc2ccc(Cl)cc2)cc1,i,1.6,-1.2%,-13%,4%,6,5,1.1,5,767,-0.5%,-10%
Cc1cc(C(=O)NNc2ccccc2F)no1,i,0.4,x,x,-3%,x,x,x,-5,759,2.3%,x
CCOC(=O)c1ccc(NC(=S)Nc2cccc(C)n2)cc1,i,0.3,-0.4%,18%,8%,17,9,1.1,-3,685,0.3%,1%
c1ccc(-c2noc(CCC3CCCC3)n2)cc1,i,0.9,-0.3%,-2%,0%,-10,-2,1.2,20,679,0.0%,-8%
CS(=O)(=O)Nc1cccc(C(=O)CC2(O)C(=O)Nc3ccccc32)c1 (stereo unspecified),i,0.5,-2.3%,2%,-5%,0,-1,1,x,x,1.2%,2%
Nc1c(NCCN2CCOCC2)c2ccccc2oc1=O,i,0.4,3.1%,13%,5%,-2,-2,1.1,-3,781,1.6%,3%

# Limited to WT yeast gro inh mutant strain, M1AAP inhibition and PMI inhibition (2 entries from above):
SMILES	WT yeast gro inh mutant strain	M1AAP inhibition	PMI inhibition
CCOC(=O)N1CCC2(CC1)C(C#N)=C(N)Oc1n[nH]c(C)c12	11	2%	-9%
CCCCOc1ccccc1-c1cc(C(=O)O)[nH]n1	-5	8%	-6%

# Profiles, quoted from the list:
# Cc1ccccc1-c1nc(CS(=O)(=O)CC(=O)NCCCN2C(C)CCCC2C)c(C)o1 (stereo unspecified) as listed: Myeloid diff MLP = i; Myeloid diff MLP GFP+ MAC1+ % = 1.6; CSM14.1 death rescue = x; PMI inhibitors = 9%; M1AAP inhibition = 7%; WT yeast gro inh = -6; WT yeast gro inh mutant strain = -27; TNAP activation fold = 1.2; Lipid droplet = 10; Lipid droplet cells 6.5 µM = 554; UTI89 phage lysis = -2.1%; PMI inhibition = 9%
# c1ccc(-c2noc(CCC3CCCC3)n2)cc1 as listed: Myeloid diff MLP = i; Myeloid diff MLP GFP+ MAC1+ % = 0.9; CSM14.1 death rescue = -0.3%; PMI inhibitors = -2%; M1AAP inhibition = 0%; WT yeast gro inh = -10; WT yeast gro inh mutant strain = -2; TNAP activation fold = 1.2; Lipid droplet = 20; Lipid droplet cells 6.5 µM = 679; UTI89 phage lysis = 0.0%; PMI inhibition = -8%
